MrgX1 ag: activates human MrgX1 receptor signaling | Q96LB2 | MrgX1-HEK293 cells, Fluo-4 calcium fluorescence, agonist mode; stronger effect = higher value | B-score at 10 µM | actives 0.44% (n = 310,000);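 active = calcium response B-score plate-corrected fluorescence ratio at least 3 library SD, with starting fluorescence B-score inside 5 SD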
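Material: MrgX1-expressing HEK293 cells / Dosing: compound as first of three additions / Incubation: overnight seeding, then 1 h dark dye loading / Signal: Fluo-4 NW calcium fluorescence / Evaluation: B-scored fluorescence response ratio / Benchmarks: positive and negative control wells on each plate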
KCNQ1 act: potentiates or activates the human KCNQ1 potassium channel | P51787 | CHO-K1 KCNQ1, thallium flux FluxOR fluorescence; stronger effect = higher value | B-score at 10 µM | actives 0.35% (n = 310,000);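 active = fluorescence ratio B-score, a plate-corrected score, at least three library SD, with initial intensity B-score within 5 SD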
Target sequence (P51787 whole entry, looked up): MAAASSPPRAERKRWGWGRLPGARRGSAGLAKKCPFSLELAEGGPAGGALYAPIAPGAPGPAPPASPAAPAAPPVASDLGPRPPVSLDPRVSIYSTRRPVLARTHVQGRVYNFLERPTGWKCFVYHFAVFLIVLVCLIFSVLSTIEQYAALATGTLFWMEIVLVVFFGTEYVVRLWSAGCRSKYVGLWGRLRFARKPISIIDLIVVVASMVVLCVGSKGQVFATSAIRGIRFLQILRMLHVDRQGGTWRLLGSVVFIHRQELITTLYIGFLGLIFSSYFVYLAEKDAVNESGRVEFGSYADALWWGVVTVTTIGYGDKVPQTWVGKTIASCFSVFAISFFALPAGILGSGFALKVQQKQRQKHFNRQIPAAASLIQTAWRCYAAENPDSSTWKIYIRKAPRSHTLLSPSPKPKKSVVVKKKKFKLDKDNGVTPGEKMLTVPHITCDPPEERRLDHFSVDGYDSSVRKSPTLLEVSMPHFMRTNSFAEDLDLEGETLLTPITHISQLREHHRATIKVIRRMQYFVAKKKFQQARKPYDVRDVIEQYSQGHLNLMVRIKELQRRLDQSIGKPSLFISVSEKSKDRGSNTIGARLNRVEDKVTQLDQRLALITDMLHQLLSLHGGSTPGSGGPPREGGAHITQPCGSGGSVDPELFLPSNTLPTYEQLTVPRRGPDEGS
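Medium – assay buffer, equal DMSO in all wells · Material – CHO-K1 cell line with stable KCNQ1 potassium channel expression · Signal – kinetic FluxOR thallium fluorescence, 10-s 1-Hz baseline, 110-s post-stimulus read · Compound – single concentration per compound, DMSO matched to controls · Schedule – 37 °C overnight plating, 90-min dark dye load, 20-min compound pretreatment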
RGS4 block: human RGS4 inhibition; P49798; HEK293 M3R/RGS4 inducible, Fluo-4 calcium flux; stronger effect = higher value; triggered by carbachol at its EC20; B-score at 10 µM; actives 0.45% (n = 310,000); AID 463165;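 active = B-score, a plate-corrected calcium signal, over three deviations above library mean, with baseline fluorescence within five deviations of library mean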;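 also: RGS4 expression induced by doxycycline in cells with stable M3 receptor; B-score is computed from the integrated fluorescence ratio over baseline after carbachol; higher B-score means a larger calcium signal and so more RGS4 inhibition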
ANO1 activ: mouse TMEM16A channel activation, primary screen; Q8BHY3; HEK293 TMEM16A/YFP-H148Q/I152L, iodide quench fluorescence; stronger effect = lower value; B-score at 10 µM; actives 0.3% (n = 340,000);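 active = fluorescence-ratio B-score plate-corrected deviation score at least 3 library SD below zero, with starting fluorescence score within 5 deviations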;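 also: channel opened by trigger with iodide after compound preincubation; score built on the fluorescence ratio of max minus min over baseline; more negative score means more quench and so TMEM16A activation or potentiation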
ANO1 block: mouse TMEM16A channel inhibition, primary screen; HEK293 TMEM16A/YFP iodide influx fluorescence, ionomycin; normalized B-score (activity score, 25-100; higher = stronger inhibition) at 10 µM; Q8BHY3; AID 588511; actives 1.2% (n = 310,000);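 active = ratio plate-corrected score three or more library SD toward inhibition, starting fluorescence score within five deviations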;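 also: score derived from kinetic fluorescence span divided by baseline fluorescence per well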
MrgX1 PAM: human MrgX1 positive allosteric modulation, primary screen; Q96LB2; MrgX1-HEK293, Fluo-4 calcium flux, FDSS; stronger effect = higher value; B-score at 10 µM; actives 0.63% (n = 310,000);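 active = plate-corrected calcium response at least 3 library SD above typical, normal starting fluorescence, not activating the receptor alone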;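 also: compound read alongside a low EC10 to EC30 dose of BAM8-22 agonist; peak minus trough fluorescence over baseline measured at the second addition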
KCNK3 inh: human KCNK3 channel inhibition, primary screen | O14649 | CHO-KCNK3 thallium flux, FluxOR fluorescence; stronger effect = lower value | B-score at 10 µM | actives 0.84% (n = 340,000) | AID 602410;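 active = B-score under library mean minus 4 SD, starting fluorescence ratio at most library mean plus 5 SD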;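 also: more negative B-score means stronger inhibition of thallium flux through KCNK3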
KCNK9 inh: inhibitors of human KCNK9 two-pore domain potassium channel; HEK293 KCNK9, FluxOR thallium flux fluorescence; stronger effect = lower value; Q9NPC2; B-score at 10 µM; AID 488922; actives 1.2% (n = 310,000);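 active = ratio B-score over 3 SD below the library mean, with starting fluorescence within 5 SD of its mean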;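 also: negative B-score means less thallium flux so channel inhibition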
Target sequence (Q9NPC2 whole entry, looked up, the tested form may be a part): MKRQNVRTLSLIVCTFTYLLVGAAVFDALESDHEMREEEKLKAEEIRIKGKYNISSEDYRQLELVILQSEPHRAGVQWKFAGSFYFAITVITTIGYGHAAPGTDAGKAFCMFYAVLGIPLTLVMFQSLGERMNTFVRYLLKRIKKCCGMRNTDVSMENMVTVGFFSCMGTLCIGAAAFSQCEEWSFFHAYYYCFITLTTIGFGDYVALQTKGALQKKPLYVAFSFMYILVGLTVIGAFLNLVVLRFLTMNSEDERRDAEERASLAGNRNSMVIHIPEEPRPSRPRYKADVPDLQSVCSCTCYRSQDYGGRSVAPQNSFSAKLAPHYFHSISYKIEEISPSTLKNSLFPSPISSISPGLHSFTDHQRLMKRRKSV
hERG rescue: compounds protecting human hERG from proarrhythmic drug block; Q12809; CHO-hERG, FluxOR thallium flux, dofetilide IC70 present; activation (rescue from dofetilide block), less the hit threshold, % at 10 µM; actives 0.51% (n = 310,000); AID 1511;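 active = activation above the mean of controls blocked by dofetilide plus 5 SD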;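 also: thallium influx through hERG after potassium depolarization seen as dye fluorescence rise; in these data hits start at about 4.7%; inactives centre near -7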
RGS4 pot: potentiators or activators of RGS4 | HEK293 M3R/inducible RGS4, carbachol calcium flux Fluo4; stronger effect = lower value | B-score at 10 µM | AID 463111 | actives 0.92% (n = 310,000);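 active = B-score of the integrated calcium signal more than 4 SD below the library mean, with starting fluorescence not abnormally high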;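 also: negative B-score means reduced calcium response which marks RGS4 activation or potentiation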
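System – HEK293 FlpIn-TREx cells, stable M3R, doxycycline-inducible RGS4 · Reagent – ECmax carbachol challenge · Times – compound preincubation 20 min at room temperature before agonist · Technique – Fluo4 fluorescence kinetic imaging of calcium · Measure – B score of integrated Fluo4 ratio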
KCNQ1 inh: blocks the human KCNQ1 potassium channel. P51787. CHO-K1 KCNQ1, FluxOR thallium flux fluorescence; stronger effect = higher value. B-score at 10 µM. actives 1.3% (n = 310,000). AID 2642;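 active = compounds whose thallium flux B-score, printed positive for inhibition, exceeds three library SD while starting fluorescence stays within three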;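 also: channel opened by potassium depolarization with thallium stimulus after 20 min compound exposure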
Starred values were filed as active, the others as inactive; i = inactive; nt = not tested or not shown.

SMILES	MrgX1 ag	KCNQ1 act	RGS4 block	ANO1 activ	ANO1 block	MrgX1 PAM	KCNK3 inh	KCNK9 inh	hERG rescue	RGS4 pot	KCNQ1 inh
Cc1c(NC(=O)/C=C/c2cccs2)c(=O)n(-c2ccccc2)n1C	i	i	i	i	i	i	i	i	-10	i	i
COc1cc(/C=N/NC(=O)c2cnccn2)ccc1O	i	i	i	i	i	i	i	i	-6	i	i
N#Cc1ccc2ccn(CC(=O)NC3CCCCC3)c2c1	i	i	i	i	i	i	i	i	-5	i	i
Cc1nc2ccccn2c1C(=O)CSc1ccc(Cl)cc1Cl	i	i	i	i	i	i	i	i	-11	i	i
c1ccc(CCn2nnnc2C(c2cccs2)N2CCN(Cc3ccc4c(c3)OCO4)CC2)cc1 (centres undefined)	i	i	i	i	i	i	i	i	-16	i	i
COc1ccccc1-c1nnc(SCC(=O)N2CCOCC2)n1-c1ccccc1	i	i	i	i	i	i	i	i	-8	i	i
Cc1ccnc(N2CCC(C(=O)Nc3ccc4c(c3)OCO4)CC2)n1	i	i	i	i	i	i	i	i	-15	i	i
C/C(=N\Nc1ccc(Cl)c(C(=O)O)c1)c1ccc(Br)s1	i	i	i	i	i	i	i	i	-4	i	i
CC(=O)Nc1ccc(NC(=O)CSc2ncc(C(=O)Nc3ccc(F)cc3)c(=O)n2C)cc1	i	i	i	i	i	i	i	i	-12	i	i
COCCN(C(=O)CSc1ncccn1)c1c(N)n(Cc2ccccc2)c(=O)[nH]c1=O	i	i	i	i	i	i	i	i	-6	i	i
C[C@@H](NC(=O)[C@@H]1Cc2ccccc2CN1C(=O)OC(C)(C)C)C(=O)NC1CCCCC1	i	i	i	i	i	i	i	i	-7	i	i
CCOc1ccc(/C=C/C(=O)c2ccc(-c3ccccc3)cc2)cc1	i	i	i	i	i	i	i	i	-9	i	i
O=C(COC(=O)c1ccc(S(=O)(=O)Nc2ccccc2)cc1)NCCC1=CCCCC1	i	i	i	i	i	i	i	i	0	i	i
CC(NC(=O)c1ccc(S(C)(=O)=O)cc1)c1cccc2ccccc12 (centres undefined)	i	i	i	i	i	i	i	i	-7	i	i
Cc1ccc(NC(=O)C2(S(=O)(=O)c3ccc(C)cc3)CC2)cc1	i	i	i	i	i	i	i	i	-7	i	i
COc1ccc(C(=O)n2cnc(N)n2)cc1	i	i	i	i	i	i	i	i	-1	i	i
CCOC(=O)c1c(NC(=O)N/N=C/c2ccc(O)c(OC)c2)sc(C(C)=O)c1C	i	i	i	nt	i	i	nt	i	-11	i	i
CCOC(=O)c1sc2nc(CSCC(=O)OCc3ccc(C(=O)OC)o3)[nH]c(=O)c2c1C	i	i	i	i	i	i	i	i	-18	i	i
Cc1ccc(/C=N/NC(=O)c2cccs2)s1	i	i	i	i	i	i	i	i	-3	i	i
Cc1cc(NC(=O)Cn2nc(C(F)(F)F)c3c2CCC3)no1	i	i	i	i	i	i	i	i	-7	i	i
COc1ccccc1NC(=O)c1sc(NC(=O)c2ccco2)c(C#N)c1C	i	i	i	i	i	i	i	i	4	i	i
O=C(CCCNC(=O)c1ccc(Cl)cc1)NCc1ccc(F)cc1	i	i	i	i	i	i	i	i	-6	i	i
CN(C1CCCCC1)S(=O)(=O)c1ccc(NC(=O)C2CCCCC2C(=O)O)cc1 (centres undefined)	i	i	i	i	i	i	i	i	-5	i	i
O=C(CNc1cccc(S(=O)(=O)N2CCCCC2)c1)Nc1ccccc1F	i	i	i	i	i	i	i	i	-6	i	i
O=C(/C=C\Nc1cccc(F)c1)c1cccs1	i	i	i	i	i	i	i	i	-6	i	i
C=CCc1cccc(/C=N/NC(=O)c2ccccc2Br)c1O	i	i	i	i	i	i	i	i	-5	i	i
O=C(N/N=C/c1ccc(O)cc1)c1csc2ccccc12	i	i	i	i	i	i	i	i	-8	i	i
CCS(=O)(=O)c1nc(S(=O)(=O)c2ccc(C)cc2)c(N2CCOCC2)s1	i	i	i	i	i	i	i	i	-3	i	i
COc1ccccc1C1C2=C(CC(C)(C)CC2=O)N(CC(=O)O)C2=C1C(=O)CC(C)(C)C2	i	i	i	i	i	i	i	i	-4	i	i
CC(C)CC(=O)Nc1nnc(S(=O)(=O)N2CCc3ccccc32)s1	i	i	i	i	i	i	i	i	0	i	i
O=C(NNC(=O)C1CCC1)c1ccccc1F	i	i	i	i	i	i	i	i	-13	i	i
CCOC(=O)c1cnc(-n2nc(C)cc2C)nc1NC1CCCCC1	i	i	i	i	100*	i	i	i	-32	i	11*
C=CCNC(=O)Cc1c(OC)ccc2cc(Br)ccc12	i	i	i	i	i	i	i	i	-13	i	i
CN1C(C(=O)NCC2CC2)CC2Cn3c(nc4cc5ccccc5cc43)C21 (centres undefined)	i	i	i	i	i	i	i	i	-9	i	i
O=C(COc1cccc2ccccc12)Nc1ccc(Cl)cc1C(=O)O	i	i	i	i	100*	i	i	i	-7	i	i
COc1cc(OC)cc(-c2nc(N)n[nH]2)c1	i	i	i	i	i	i	i	i	-1	i	i
CN1C(=O)CC(N2CCN(c3ncccn3)CC2)C1=O (centres undefined)	i	i	i	i	i	i	i	i	-9	i	i
CC1CCN(CC(=O)N2CCc3ccccc32)CC1	i	i	i	i	i	i	i	i	-7	i	i
CCC(OC(=O)c1cccs1)C(=O)NC1CCCCC1 (centres undefined)	i	i	i	i	i	i	i	i	-16	i	i
COc1ccccc1CN1CC(C(=O)N(C)Cc2[nH]c3ccccc3c2C)CCC1=O (centres undefined)	i	i	i	i	i	i	i	i	-14	i	i
N#CCOc1ccccc1/C=C/c1nc2ccccc2c(=O)[nH]1	i	i	i	i	i	i	i	i	-7	i	i
O=C(CC(c1ccccc1)c1cc(Cl)ccc1O)N1CCCC1 (centres undefined)	i	i	i	i	i	i	i	i	-10	i	i
NS(=O)(=O)c1ccc(NC(=S)NCc2ccco2)cc1	i	i	i	i	i	i	i	i	-6	i	i
Cc1ccc(Cc2ccc(C(=O)NNC(N)=S)o2)cc1	i	i	i	i	i	i	i	i	-7	i	i
CC(=O)c1ccc(OCc2ncc(C(F)(F)F)cc2Cl)cc1	i	i	i	i	i	i	i	i	-2	i	i
COc1ccc(C(=O)N/C(=C/c2ccco2)C(=O)NCc2ccco2)cc1	i	i	i	i	i	i	i	i	-6	i	i
COc1ccc(NC(=S)N2CCCC2)cc1OC	i	i	i	i	i	i	i	i	-16	i	i
COc1ccccc1-c1ccc(Nc2cccc(C(C)=O)c2)nn1	i	i	i	nt	i	i	i	i	-8	i	i
Cc1onc(-c2ccccc2Cl)c1C(=O)Nc1ccc(-n2nncc2-c2ccco2)cc1	i	i	i	i	i	i	i	i	-14	i	i
CC(=O)c1ccc(NC(=O)CSc2nc(=O)n(CCN3CCOCC3)c3c2CCC3)cc1	i	i	i	i	i	i	i	i	-9	i	i
Other results follow:
SMILES	MrgX1 ag	KCNQ1 act	RGS4 block	ANO1 activ	ANO1 block	MrgX1 PAM	KCNK3 inh	KCNK9 inh	hERG rescue	RGS4 pot	KCNQ1 inh
COc1ccc(C(=O)N/C(=C\c2cn(C)c3ccccc23)C(=O)NCCCn2ccnc2)cc1	i	i	i	i	i	i	i	i	-9	i	i
CC(=O)/C=C(\C)Nc1ccccc1O	i	i	i	i	i	i	i	i	2	i	i
Cc1cccc(-c2cc3nc(C)cc(NCCCN(C)C)n3n2)c1	i	i	i	nt	i	i	i	i	-4	i	i
Clc1cc(Cl)c2nc(N3CCOCC3)sc2c1	i	i	i	i	i	i	i	i	-10	i	i
CCc1ccc(-c2ccc(SCC(=O)Nc3nnc(C)s3)nn2)cc1	i	i	i	i	i	i	i	i	-11	i	i
COC(=O)c1cc(COC(=O)c2ccc(OC)c(S(=O)(=O)N3CCCC3)c2)oc1C	nt	i	i	i	nt	nt	i	i	-7	i	i
O=C(OCn1nnc2ccccc2c1=O)c1cc(-c2ccccc2Cl)nc2ccccc12	i	i	i	i	i	i	i	i	-8	i	i
COc1ccc(/C=N/NC(=O)c2nonc2N)cc1OC	i	i	i	i	i	i	i	i	-5	i	i
CCCOCC(O)COc1ccccc1C(=O)N1CCOCC1 (centres undefined)	i	i	i	i	i	i	i	i	-6	i	i
CCOc1ccc(NC(=O)CN(C)CC(=O)Nc2cccc(Cl)c2C)cc1OCC	i	i	i	i	i	i	i	i	-12	i	i
COc1ccc(-c2ccc(SCC(=O)N3CCOCC3)nn2)cc1OC	i	i	i	i	i	i	i	i	-8	i	i
N#Cc1cc(S(=O)(=O)c2ccc(F)cc2)c(N)[nH]c1=O	i	i	i	i	i	i	i	i	-10	i	i
Cc1cnc(CNC(=O)c2ccc(OC3CCN(C(=O)C4CC4)CC3)cc2)cn1	i	i	i	i	i	i	i	i	-6	i	i
COc1cc(CN2CCCC(CO)(Cc3cccc(Cl)c3)C2)cc2c1OCO2 (centres undefined)	i	i	i	i	i	i	i	i	-16	i	i
CC(=O)Nc1nnc(Cc2c[nH]c3ccccc23)s1	i	i	i	i	i	i	i	i	2	i	i
COc1ccc(NC(=O)C(CC(=O)O)C(C)c2ccccc2)cc1 (centres undefined)	i	i	i	i	i	i	i	i	-12	i	i
COc1ccc2cc(CO)c(Cl)nc2c1	i	i	i	i	i	i	i	i	-3	i	i
Cc1nc(N2CCN(S(=O)(=O)c3ccc(F)cc3)CC2)c2c(C)c(C)sc2n1	i	i	i	i	i	i	i	i	-6	i	i
O=[N+]([O-])c1ccccc1/C=N\N1CCN(c2ccccc2)CC1	i	i	i	i	i	6.9*	i	i	-14	i	i

Fetched by structure from the entries so far:
SMILES	MrgX1 ag	KCNQ1 act	RGS4 block	ANO1 activ	ANO1 block	MrgX1 PAM	KCNK3 inh	KCNK9 inh	hERG rescue	RGS4 pot	KCNQ1 inh
Cc1cnc(CNC(=O)c2ccc(OC3CCN(C(=O)C4CC4)CC3)cc2)cn1	i	i	i	i	i	i	i	i	-6	i	i
CC(=O)Nc1nnc(Cc2c[nH]c3ccccc23)s1	i	i	i	i	i	i	i	i	2	i	i
